# Screens from PubChem.
# PMI activator = phosphomannose isomerase (human) activation. P34949. purified human PMI, coupled resazurin fluorescence, 20 min; stronger effect = higher value; 1 = vehicle control, 0 substrate-free wells. activation factor at 20 µM. 0.005% of 190,000 active. AID 1214;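 active = activation factor of 2 or more at 20 µM, relative to plate controls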
# Target sequence (P34949 whole entry, looked up): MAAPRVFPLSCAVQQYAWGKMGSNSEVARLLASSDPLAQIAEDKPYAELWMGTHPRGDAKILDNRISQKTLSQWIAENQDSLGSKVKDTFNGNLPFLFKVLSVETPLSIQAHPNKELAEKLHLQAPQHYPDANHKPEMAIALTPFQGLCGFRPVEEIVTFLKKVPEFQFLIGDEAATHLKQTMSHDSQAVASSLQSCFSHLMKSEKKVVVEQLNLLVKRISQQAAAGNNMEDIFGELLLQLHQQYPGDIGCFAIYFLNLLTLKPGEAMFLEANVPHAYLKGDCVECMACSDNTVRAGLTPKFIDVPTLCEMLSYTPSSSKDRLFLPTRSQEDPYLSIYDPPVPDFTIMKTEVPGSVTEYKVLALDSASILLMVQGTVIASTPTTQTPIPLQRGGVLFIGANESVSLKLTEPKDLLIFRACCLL
# PMI act hi M6P = increases human PMI activity with near-saturating mannose 6-phosphate | AID 1216 | 0.34% of 190,000 active | activation factor at 20 µM | coupled PMI enzyme assay, resazurin fluorescence, 20 min; stronger effect = higher value; 1 = untreated enzyme, 0 = substrate-free blank;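 active = activation factor of 2 or more at 20 µM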
#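 Material: human phosphomannose isomerase with PGI, G6PDH, diaphorase coupling enzymes; amount: PMI at 15 ng/mL final; also added: Mannose-6-phosphate 1.0 mM (near-saturating) plus 0.22 mM NADP+; incubation: enzyme reaction with compound 20 min at room temperature; signal: resorufin fluorescence (Ex 544/Em 590 nm) from resazurin via diaphorase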
# Diaphorase act = counter-screen for diaphorase-based assays: diaphorase activators and chemical reducers | Diaphorase/resazurin coupled assay, resorufin fluorescence, 16 min; stronger effect = higher value; 1 = vehicle wells, 0 = NADH-free wells | activation factor at 20 µM | 0.005% of 190,000 active | AID 1229;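 active = diaphorase activity raised at least twofold by the compound at 20 µM; inactive = activation factor below 2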
#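 Material: Clostridium kluyveri diaphorase, purified enzyme; Quantity: enzyme 0.07 U/mL final; Medium: HEPES pH 7.4 buffer with MgCl2 and Tween 20; Dosing: single compound dose of 20 µM, 1% DMSO final; Schedule: 16 min reaction at room temperature; Measured by: red resorufin fluorescence at 544/590 nm excitation/emission.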
# ROMK primary = human ROMK K+ channel modulation, primary screen; 2% of 130,000 active; AID 1918; P48048; B-score at 10 µM; Tet-inducible ROMK, thallium flux fluorescence; actives lie on both sides;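 active = signal ratio slope over the read window, or its plate-corrected B-score, at least 3 SD from the plate mean, either direction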;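 also: B-score of the F/F0 ratio slope over 7 to 12 s after thallium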
# PPARg SRC-3 ag = agonists of human PPARgamma SRC-3 coactivator recruitment; P37231; biochemical PPARgamma/SRC-3 coactivator recruitment assay; activation, % at 8 µM; 0.26% of 200,000 active; AID 731; in the data active = activation above about 23%;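 also: 0% = DMSO and 100% = reference agonist; some compounds past the cut are filed as inactive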
# PPARg SRC1 recr = PPARgamma-driven SRC-1 recruitment agonism; P37231; PPARgamma-SRC-1 coactivator recruitment biochemical assay; activation, % at 8 µM; 0.41% of 200,000 active; in the data active = activation above about 19%;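 also: 0% = DMSO and 100% = reference agonist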
# TR-FRET SRC-2 ct = TR-FRET artefact, counter-screen to PPARgamma/SRC-2 agonist assay; AID 1049; TR-FRET ratio at 8 µM; stronger effect = higher value; 0.4% of 200,000 active; in the data active = TR-FRET ratio above about 2000; also: inactives centre near 1500
# PPARg SRC-2 ag = PPARgamma-driven SRC-2 recruitment agonism | PPARgamma LBD-SRC-2 recruitment, biochemical | activation, % at 8 µM | 0.34% of 200,000 active | AID 1032; in the data active = activation above about 22%;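 also: 0% = vehicle and 100% = reference agonist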
# S1P3 antag = blocks the human S1P3 receptor; Q99500; inhibition, % at 4.98 µM; 0.27% of 170,000 active; CHO S1P3 NFAT-BLA reporter, FRET fluorescence, antagonist mode;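 active = inhibition above the plate cutoff, the mean inhibition of test wells on that plate plus 3 SD, cut at about 28% in these data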;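 also: cells challenged with S1P at its EC80 of 0.8 µM; blue over green emission ratio from cleaved BLA substrate after 4 h stimulation; 0% = S1P-stimulated wells and 100% = unstimulated DMSO-only wells; some compounds past the cut are filed as inactive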
# Target sequence (Q99500 whole entry, looked up): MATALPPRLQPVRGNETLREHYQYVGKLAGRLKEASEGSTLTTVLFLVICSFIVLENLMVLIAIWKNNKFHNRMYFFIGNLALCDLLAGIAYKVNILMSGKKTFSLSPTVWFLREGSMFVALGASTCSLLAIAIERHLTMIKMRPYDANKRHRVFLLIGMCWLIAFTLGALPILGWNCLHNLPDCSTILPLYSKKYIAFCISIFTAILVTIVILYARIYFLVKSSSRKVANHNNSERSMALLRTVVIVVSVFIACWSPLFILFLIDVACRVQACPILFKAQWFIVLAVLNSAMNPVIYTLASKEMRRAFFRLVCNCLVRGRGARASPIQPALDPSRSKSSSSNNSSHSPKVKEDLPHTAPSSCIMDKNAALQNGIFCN
# Diaph inh CS = counter-screen for diaphorase-based assays: diaphorase inhibitors and chemical oxidizers; diaphorase resazurin-to-resorufin fluorescence, NADH, 16 min; bacterial (C. kluyveri) enzyme, not human; inhibition, % at 20 µM; 0.69% of 190,000 active; AID 1217;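 active = primary screen inhibition at 20 µM above a set limit, cut at about 50% in these data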;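 also: plate controls were DMSO with full reaction for no effect and wells lacking NADH for full effect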
#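 Test system: Clostridium kluyveri diaphorase enzyme / Quantity: diaphorase at 0.14 U/mL in enzyme working solution / Incubation: 16-min room-temperature incubation before reading / Benchmarks: NADH-free wells as positive control, DMSO-only neutral wells / Signal: resorufin fluorescence 544/590 nm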
# G6PDH CS = inhibits Leuconostoc G6PDH, flagging false hits in G6PDH-based assays. inhibition, % at 5 µM. 0.12% of 200,000 active. Purified L. mesenteroides G6PDH, diaphorase/resazurin coupled fluorescence, 45 min. AID 1020; in the data active = inhibition above about 50%
# Active calls of the source: *; nt = not tested or not shown. Random draw from the library. Share with any hit: about 3.3%.
Molecule	PMI activator	PMI act hi M6P	Diaphorase act	ROMK primary	PPARg SRC-3 ag	PPARg SRC1 recr	TR-FRET SRC-2 ct	PPARg SRC-2 ag	S1P3 antag	Diaph inh CS	G6PDH CS
COCCn1c(SCC(=O)Nc2cc(C)cc(C)c2)nnc1C(C)C	0.9	1	0.9	nt	-1	-5	1640	6	0	12	1
O=C(N/C=C\c1ccccc1)NCc1ccc(Cl)cc1	1	1	0.9	nt	-5	-6	1497	1	nt	14	1
O=C(c1ccc2c(=O)n(Cc3ccc4c(c3)OCO4)c(=S)[nH]c2c1)N1CCCCC1	nt	nt	1	0.21	-10	-3	1468	-4	nt	4	16
CCc1nc(SCC(=O)N2CC(=O)Nc3ccccc32)c2c(C)c(C)sc2n1	1	1	0.8	nt	-8	3	1526	1	nt	24	1
O=C(c1ccc(S(=O)(=O)Cc2cc(F)ccc2F)c([N+](=O)[O-])c1)N1CCCCC1	0.8	0.8	0.9	-0.42	5	-2	1673	2	1	14	18
CC(/C=N/NC(=O)c1cc(-c2cccnc2)nc2c1c(C)nn2-c1ccccc1)=C\c1ccccc1	0.9	0.9	0.9	nt	7	8	1534	7	-4	7	-44
O=C(CCC(=O)N(CC(=O)NC1CCCCC1)Cc1ccco1)Nc1nccs1	1	1	0.9	nt	-5	8	1495	0	-20	9	4
O=C(CO/N=C/c1ccc(OC(F)F)cc1)NC1CCCCC1	1	0.9	0.8	-0.12	0	4	1642	4	-13	15	6
Cc1noc(NS(=O)(=O)c2ccc(NC(=O)CSc3nc4c(cc3C#N)CCC4)cc2)c1C	1.1	1.2	0.8	nt	4	0	1482	1	-44	17	-20
Fc1ccccc1NC(=S)N1CCN(Cc2ccccc2)CC1	0.9	0.9	0.9	0.31	5	5	1548	1	14	12	4
Cc1ccc(CS(=O)(=O)c2ccc(C(=O)N3CCCCC3)cc2[N+](=O)[O-])cc1	1.1	1	0.9	-0.18	0	-6	1546	4	11	11	-4
Cc1nc2ccccc2n1/N=C/c1ccc([N+](=O)[O-])s1	1.1	1	1	-0.087	1	-1	1425	4	-18	0	-1
N#Cc1nc(Cc2cccc3ccccc23)oc1NCCN1CCCCC1	0.9	0.9	0.9	-5.6*	-3	3	1669	3	-29	8	4
Cc1ccccc1C(=O)Nc1nnc(-c2ccc(C(C)(C)C)cc2)s1	0.9	1	0.9	0.71	3	0	1609	-3	-11	7	6
O=C(COC(=O)c1cccs1)NCc1ccco1	1	1	0.8	nt	nt	nt	nt	nt	-1	16	8
CC(NC(=O)c1ccccc1N)c1ccccc1 (stereo not given)	1	1	1.1	0.12	1	-3	1651	1	5	-12	2
O=C(CSc1nccc2ccccc12)N1CCN(c2ccccn2)CC1	0.9	1	0.8	nt	-6	2	1509	-7	6	22	-2
CCN(CC(=O)Nc1ccc2c(c1)OCCO2)C(=O)c1cccc(S(=O)(=O)N2CCOCC2)c1	0.9	1	0.8	0.51	5	-3	1634	-1	-18	20	1
CC1CC(c2ccccc2)n2nc(NC(=O)c3cccs3)nc2N1 (stereo not given)	0.9	0.9	0.8	nt	5	2	1613	2	-26	17	5
CCOC(=O)c1nnn(-c2nonc2-n2cccc2)c1C	1	1	0.9	nt	-9	2	1665	9	22	9	1
COc1cccc(C2CC(=O)Nc3cc(OC)c(OC)c(OC)c32)c1OC (stereo not given)	0.8	0.9	0.9	nt	-5	3	1553	-2	nt	6	8
CC(=O)Oc1ccc(N2C(=O)C3C4C=CC(C5CC45)C3C2=O)cc1[N+](=O)[O-] (stereo not given)	1	1.1	1	-0.067	3	-5	1453	-1	6	4	11
CCN(Cc1ccccc1)C(=O)c1nn(-c2ccc(OC)cc2)c(=O)c2c1c1ccccc1n2C	0.9	1	0.9	-0.65	-1	9	1580	6	23	14	-3
O=C(c1noc2c1CCCC2)N1CCN(C(c2ccccc2)c2ccccc2)CC1	0.8	0.8	0.8	nt	-2	4	1676	9	10	20	-16
CCOc1cc(NC(=S)NCCCN2CCOCC2)c(OCC)cc1NC(=O)c1ccccc1	0.8	0.8	0.8	-0.1	-1	0	1761	10	5	18	8

# Next part:
Molecule	PMI activator	PMI act hi M6P	Diaphorase act	ROMK primary	PPARg SRC-3 ag	PPARg SRC1 recr	TR-FRET SRC-2 ct	PPARg SRC-2 ag	S1P3 antag	Diaph inh CS	G6PDH CS
O=C(NC1CC1)C1CCN(c2ccc(S(=O)(=O)N3CCOCC3)cc2Cl)CC1	0.9	0.6	0.8	1.1	-9	2	1414	2	nt	15	-2
CCOCCCNC(=S)N1C2CCC1CC(NC(=O)NC1CCCCC1)C2 (stereo not given)	1	1	1	nt	0	6	1490	5	nt	-4	-4
Cc1ccc(-c2c(C#N)c(N)nc3c2CCCCCC3)o1	1	1	0.9	nt	-1	2	1531	9	5	10	1
O=C(C1CCN(Cc2ccc(F)cc2)CC1)N(CCO)Cc1ccccc1	1	1.1	1	nt	-13	3	1468	-5	-13	-2	2
Clc1ccc(CSc2nnc(/C=C/c3ccccc3)o2)cc1	0.9	0.9	0.9	nt	-1	9	1738	-3	nt	12	-24
COc1ccc(NC(=O)CNCCC2=CCCCC2)cc1	0.9	0.9	0.9	-1.4	14	-3	1659	2	-9	14	7
Cc1ccc(S(=O)(=O)N2CCN(C(=O)c3cc(=O)[nH]c4ccccc34)CC2)c(C)c1	1	1	0.9	nt	9	5	1617	6	-19	11	1
COc1ccc(OCCn2c(NC(=O)c3ccco3)nc3ccccc32)cc1	1	1	0.8	nt	-3	-3	1480	-6	-22	16	-5
CC(=O)Nc1ccc2[nH]c(C)c(CC=C(Cl)Cl)c(=O)c2c1	1	1	0.9	-0.029	12	8	1641	16	nt	8	-1
CSc1ccc(Cl)c(C(=O)NCc2ccco2)c1	0.9	1	0.8	nt	-2	1	1514	9	42	15	7
CC1(C)Cc2c(c(=S)nc(-c3ccccc3)n2CCOCCO)CO1	1.1	1.1	1	nt	3	9	1646	1	nt	0	1
CC(=O)N1CCN=C1SCc1ccccc1Cl	1	1.1	1	nt	-2	-4	1325	-6	-14	1	-5
CCC(=O)n1nc(-c2cccnc2)nc1NCc1ccc(OC)cc1	0.9	1	0.9	nt	9	0	1569	8	-21	11	1
Clc1ccc(C=NC23CN4CN(CN(C4)C2)C3)cc1	1	0.9	0.9	1.2	-3	7	1353	7	-49	11	-4
Cc1ccccc1Cn1cc(NC(=O)c2nn(C)cc2Cl)cn1	1	0.9	0.9	-0.34	2	-1	1652	3	-6	7	10
Cc1cccc(N2C(=O)C(Oc3ccc(Cl)cc3Cl)C2C(=O)O)c1C (stereo not given)	1.2	0.7	0.9	nt	-4	-3	1465	4	-8	9	12
Cc1ccc(NC(=O)Cc2noc3ccccc23)nc1	1	0.9	0.8	-0.028	4	7	1607	7	2	21	16
Cc1cc(Nc2ccc3c(c2)OCCO3)c2cccc(C)c2n1	1.1	1	0.9	-0.67	4	1	1583	6	-14	6	-5
COC(=O)c1ccccc1NC(=O)CN(C)S(=O)(=O)c1ccc(OC)cc1	0.9	0.9	0.9	-0.49	5	4	1371	-1	-16	13	0
COc1ccc(C(=O)N=c2sccn2C)cc1	0.9	0.9	0.9	0.42	8	13	1719	16	-14	9	5
COCCNC(=O)C(c1ccncc1)N(C(=O)c1sc(C)nc1C)c1cccc(C)c1 (stereo not given)	1	1	1	0.56	2	7	1725	-1	11	4	-4
Cc1ccc(C(=O)N/N=C/C=C/c2ccccc2)o1	1.2	1.2	1.1	-0.16	8	1	1668	0	-1	-12	-5
O=C(Nn1c(SCc2ccc(F)cc2)nc2ccsc2c1=O)c1ccccc1	1	1.2	1.1	-0.24	-1	-17	1456	-5	19	-5	7
Cc1ccc(CNC(=O)C(=O)NCC2OCCN2C(=O)c2ccc3c(c2)OCO3)cc1 (stereo not given)	0.9	0.9	0.9	-1.1	4	1	1647	8	-11	7	8
COc1ccc(CNC(=O)CSc2nnc3nc(C)cc(C)n23)cc1OC	1.1	1	1	-0.42	0	6	1391	-2	-4	4	11

# Some of these compounds in order of their number in G6PDH CS, rising:
structure,G6PDH CS
Cc1ccc(C(=O)N/N=C/C=C/c2ccccc2)o1,-5
O=C(Nn1c(SCc2ccc(F)cc2)nc2ccsc2c1=O)c1ccccc1,7
COc1ccc(CNC(=O)CSc2nnc3nc(C)cc(C)n23)cc1OC,11

# (further entries)
Molecule	PMI activator	PMI act hi M6P	Diaphorase act	ROMK primary	PPARg SRC-3 ag	PPARg SRC1 recr	TR-FRET SRC-2 ct	PPARg SRC-2 ag	S1P3 antag	Diaph inh CS	G6PDH CS
CC(=O)Oc1ccccc1N(C(C)=O)S(=O)(=O)c1ccc2ccccc2c1	0.9	0.9	0.8	2.7	-2	-6	1545	-1	5	21	-5
COCCNC(=O)/C=C/c1c(Cl)cccc1Cl	1	1	0.9	-0.17	6	1	1712	17	-2	10	-1
CCCC(=O)Nc1cccc2c1CCCC2	1.1	1	1	nt	-1	9	1594	0	17	-4	4
Cn1c(=O)n(Cc2ccccc2F)c(=O)c2c1nc1n2CCN1Cc1ccco1	1	1	1	0.16	1	-5	1656	-1	3	3	6
CCOC(=O)c1sc(NC(=O)c2ccc(S(=O)(=O)N3CCOCC3)cc2)nc1-c1ccccc1	0.9	0.9	0.7	nt	-3	-3	1440	-9	-14	26	-24
CCCCN(C(=O)NC(=O)Nc1cccc(C)c1C)S(C)(=O)=O	1.1	1	0.8	-1.3	-17	-4	1392	-5	-9	17	3
O=C(CN1C(=O)c2cccc3cccc1c23)N1CCN(Cc2ccc3c(c2)OCO3)CC1	0.9	0.8	0.9	nt	-3	-1	1325	2	4	10	-5
O=C(NN1c2ccccc2CCc2ccccc21)c1ccccc1Br	1	0.9	0.9	-3	-12	-7	1544	5	nt	12	2
CCOC(=O)N1CCC(N2C(=O)c3ccccc3C2Nc2ccc3c(c2)OCCO3)CC1 (stereo not given)	1	1.1	1	nt	0	-1	1702	0	-11	1	3
O=c1c(Cc2ccc(F)cc2)c(O)ccn1CCc1cnc[nH]1	1.1	1	1	0.23	-1	0	1303	-6	5	4	11
CC1(C)CC(NC(=S)Nc2ccc(S(N)(=O)=O)cc2)CC(C)(C)N1	1.1	0.9	0.9	0.072	6	4	1532	8	6	5	0
